TROY signal inh: blocks TROY-dependent signaling in reporter cells; Q293 LMP1-TROYcd NF-kB luciferase reporter, 4 h; inhibition, % at 10 µM; hit rate 0.98% among 360,000; AID 1347056;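 active = compounds whose plate-normalised and pattern-corrected inhibition of the luciferase reporter signal at the single screening dose is 50% or more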
NCOA2 inhibitor: inhibits human steroid receptor coactivator 2. Q15596. HEK293 GAL4-SRC2 luciferase reporter, luminescence. inhibition, % at 9 µM. hit rate 0.17% among 370,000. AID 651957;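 active = inhibition above the mean inhibition of all tested compounds plus 3 SD, set per campaign, cut at about 52% in these data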;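 also: 0% = DMSO treated cells and 100% = cells given Gossypol at 36 µM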
NOD2 RIPK2 PPI: NOD2-RIPK2 protein interaction inhibition | O43353 | CHO BLA complementation NOD2-RIPK2, CCF4 ratio | inhibition, % at 4.98 µM | hit rate 0.38% among 360,000; in the data active = inhibition above about 21%;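 also: 0% = vehicle only and 100% = reference blocker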
Target sequence (O43353 whole entry, looked up): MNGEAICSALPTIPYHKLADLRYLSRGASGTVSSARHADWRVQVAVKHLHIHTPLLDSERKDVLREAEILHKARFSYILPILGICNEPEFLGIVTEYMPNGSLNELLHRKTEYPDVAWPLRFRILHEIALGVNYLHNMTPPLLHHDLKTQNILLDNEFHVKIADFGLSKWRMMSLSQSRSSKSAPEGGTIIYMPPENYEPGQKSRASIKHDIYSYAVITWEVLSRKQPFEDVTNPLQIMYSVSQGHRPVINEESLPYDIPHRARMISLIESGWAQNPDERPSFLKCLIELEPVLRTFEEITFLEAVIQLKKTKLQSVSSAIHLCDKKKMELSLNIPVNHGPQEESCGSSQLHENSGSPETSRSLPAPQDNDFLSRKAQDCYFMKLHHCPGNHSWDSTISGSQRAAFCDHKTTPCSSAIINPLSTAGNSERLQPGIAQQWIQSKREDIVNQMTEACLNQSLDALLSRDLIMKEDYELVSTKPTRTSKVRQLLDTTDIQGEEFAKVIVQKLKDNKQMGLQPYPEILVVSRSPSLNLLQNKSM
Vif imaging: HIV Vif inhibition | HEK293T cells, Vif self-association by quenched fluorescence, imaging, 24 h | inhibition, % at 7.49 µM | hit rate 0.35% among 340,000 | AID 602346; in the data active = inhibition above about 50%, passing the limit was not always enough; also: some results filed as inactive read as strong as hits
LMP1 NFkB inh: inhibitors of Epstein-Barr LMP1-induced NF-kappaB reporter; LMP1-induced NF-kappaB luciferase reporter cells, luminescence; inhibition, % at 12.5 µM; hit rate 0.69% among 350,000; in the data active = inhibition above about 41%;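 also: 0% = neutral control wells and 100% = reference inhibitor control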
SRC1 inh: inhibitors of human steroid receptor coactivator 1 (SRC1) | HEK293 GAL4-SRC1 luciferase reporter, luminescence | inhibition, % at 3.6 µM | AID 588354 | Q15788 | hit rate 0.12% among 360,000;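 active = inhibition above the campaign mean plus 3 SD, with each screening campaign given its own cutoff, cut at about 60% in these data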;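 also: 0% = DMSO treated cells and 100% = gossypol at 36 µM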
NCOA3 inh: human NCOA3 inhibition. Q9Y6Q9. HEK293 GAL4-SRC3 luciferase reporter, luminescence. inhibition, % at 3.6 µM. hit rate 0.17% among 360,000. AID 588352;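 active = inhibition above a per-campaign cutoff, the mean of all compounds plus 3 SD, cut at about 60% in these data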;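 also: 0% = DMSO-treated cells and 100% = gossypol-treated cells at 36 µM; higher means less SRC3-driven luciferase light from the GAL4 reporter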
NR2F2 inh: NR2F2 (human) inhibition, primary screen. P24468. HEK293T NGFI-A luciferase reporter, luminescence. inhibition, % at 8.6 µM. hit rate 0.7% among 370,000;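 active = inhibition above a per-plate cutoff, mean inhibition of test wells between control levels plus 3 SD, cut at about 38% in these data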;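 also: cells cotransfected with COUP-TFII expression vector driving the NGFI-A reporter; 0% = median of COUP-TF2 test wells and 100% = reporter-only cells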
TRAIL sens C8: sensitizes caspase-8 expressing cells to TRAIL; hit rate 1% among 360,000; NB7+C8 cells + TRAIL, ATPlite viability luminescence; inhibition (viability loss, TRAIL sensitization), % at 10 µM;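 active = compounds causing at least 50% loss of cell viability in the single-dose screen, relative to plate controls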
TLR9-MyD88 inh: TLR9-MyD88 interaction inhibition | inhibition, % at 4.98 µM | hit rate 0.21% among 340,000 | CHO BLA complementation TLR9-MyD88, CCF4 FRET ratio;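 active = inhibition above the mean over all tested compounds plus 3 SD, cut at about 21% in these data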;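 also: 0% = DMSO only wells and 100% = clavulanate BLA inhibitor control wells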
LRH-1 inv ag: NR5A2 inverse agonism in reporter assay; HEK293T StAR-luciferase reporter, LRH-1 transfected, 24 h; inhibition, % at 3.6 µM; hit rate 0.13% among 360,000;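 active = inhibition above the mean inhibition of all tested compounds plus 3 SD, cut at about 73% in these data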;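 also: 0% = DMSO wells and 100% = reporter-only cells lacking LRH-1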
Target sequence (O00482 whole entry, looked up): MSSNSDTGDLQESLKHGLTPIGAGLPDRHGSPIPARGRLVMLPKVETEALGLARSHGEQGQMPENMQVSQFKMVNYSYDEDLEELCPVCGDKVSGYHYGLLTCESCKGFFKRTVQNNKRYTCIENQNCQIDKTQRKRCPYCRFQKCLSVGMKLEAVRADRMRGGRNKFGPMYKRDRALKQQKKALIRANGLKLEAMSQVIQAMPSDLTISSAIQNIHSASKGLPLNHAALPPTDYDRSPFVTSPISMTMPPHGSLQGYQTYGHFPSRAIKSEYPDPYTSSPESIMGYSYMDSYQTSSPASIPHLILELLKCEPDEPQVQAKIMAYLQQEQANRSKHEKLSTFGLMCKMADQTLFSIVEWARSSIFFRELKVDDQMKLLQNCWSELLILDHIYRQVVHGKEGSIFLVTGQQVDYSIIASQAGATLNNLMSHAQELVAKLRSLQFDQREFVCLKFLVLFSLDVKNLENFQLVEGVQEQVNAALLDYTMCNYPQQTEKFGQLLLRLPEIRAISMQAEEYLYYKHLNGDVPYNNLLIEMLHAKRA
* = called active by the depositor; . = no result given. This is a subset; count on the stated rates, not on these rows.

SMILES	TROY signal inh	NCOA2 inhibitor	NOD2 RIPK2 PPI	Vif imaging	LMP1 NFkB inh	SRC1 inh	NCOA3 inh	NR2F2 inh	TRAIL sens C8	TLR9-MyD88 inh	LRH-1 inv ag
COc1ccc(N2CCN(C(=O)CN(c3cccc(OC)c3)S(=O)(=O)c3ccccc3)CC2)cc1	-7	-11	-1	0	-1	9	24	5	-13	-4	10
COc1ccc(/C=C(\NC(=O)c2ccc(Cl)cc2)C(=O)NCc2cccnc2)cc1OC	-18	-24	-1	7	4	5	-23	7	-11	4	20
CCc1ccccc1N(C)S(=O)(=O)c1cc(-c2cc(C)no2)ccc1OC	6	-10	10	-6	6	-1	-7	2	30	13	18
COc1ccc(C(=O)Nc2ccc(S(=O)(=O)NCc3ccco3)cc2)cc1OC	9	-16	-2	22	11	-12	12	-22	-2	-1	-1
OC(COc1ccc(F)cc1)CN1CCN(c2ccccc2F)CC1 (centres undefined)	13	-14	-5	-5	-1	-32	-7	6	2	8	0
NC(=O)CSc1nnc(SCc2ccc(F)cc2)s1	-12	-9	0	4	0	-26	5	6	3	11	2
Cc1cc(C(=O)Nc2c(C)cccc2C)n(-c2ccccc2)n1	-2	1	4	-1	5	-2	-26	-3	-5	6	-13
CCC1(C)CC(=O)N(c2ccc(C(=O)O)c(O)c2)C1=O (centres undefined)	6	-18	4	-2	4	-34	10	7	1	-8	-10
COc1cc2c(cc1NC(=O)c1cc(-c3ccncc3)nc3ccccc13)oc1ccccc12	7	7	0	7	4	3	14	2	-14	-5	-3
Nc1ccccc1-c1nnn(CC(=O)N2CCCc3ccccc32)n1	5	24	5	-5	1	5	0	5	-2	-5	-6
CCC1S/C(=C(\C#N)C(=O)NCc2ccco2)N(c2ccc(F)cc2)C1=O (centres undefined)	5	-9	-5	12	-4	1	-6	-5	6	-5	19
CN(c1ncc(C(F)(F)F)cc1Cl)n1cc(C(N)=O)c2ccccc2c1=O	22	4	-3	.	-7	9	-8	19	-3	-8	2
COc1ccc(C(=O)NC(=S)N2CCN(c3ccccc3OC)CC2)cc1OC	-14	-9	-3	0	12	-4	7	-14	-5	-5	13
O=C(N/N=C/c1cccs1)c1cccnc1	-19	3	-2	1	7	-6	14	-6	-8	.	1
Cc1nc2cc(C(=O)N3CCc4ccccc43)ccc2n1-c1ccc(F)c(F)c1	-6	2	3	-6	-3	-10	-3	-2	-10	-8	-5
CCOC(=O)c1cc2c(ccn2C)n1CC(=O)N1CCC(Cc2ccccc2)CC1	11	-3	-8	-7	-7	-4	-2	7	-21	9	2
COCCn1c(SCC(=O)N2CCCCC2)nc2c(c1=O)SCC2	14	-17	-6	-3	-1	-7	20	-3	-6	-3	4
NC(=O)CSc1nnc(Cc2csc(Nc3ccc(F)cc3)n2)n1Cc1ccccc1	-2	14	-5	2	5	-12	9	-4	-20	0	-4
CCOC(=O)c1sc2nc(SCC(=O)N(CC)CC)n(CCCN3CCCC3=O)c(=O)c2c1C	-8	-12	-1	-1	6	-32	18	4	-11	-9	0
COc1ccc(CNc2ncnc3cc(Cl)ccc23)cc1OC	23	19	3	-14	15	-3	7	18	26	0	29
COc1ccc(C(=O)COC(=O)CCn2c(C)csc2=O)c(OC)c1	-24	-51	0	.	-7	-27	-24	-19	-3	4	-17
Cc1ccccc1-n1c(CSC(=N)N)nc2ccccc2c1=O	3	-15	-5	-7	-37	-16	-19	-23	-4	-8	1
CCCNC(=O)c1onc(CSc2nc3ccccc3[nH]2)c1C(=O)NCCC	-10	-16	-14	-3	-12	-7	-7	-2	-3	-2	5
CCOC(=O)c1ccc2c(c1)nc(-c1ccccn1)n2CC	-72	-49	-2	-1	-38	-125	-119	-43	56*	-18	-90
Cc1ccnc(NC(=O)CN(C)S(=O)(=O)c2cccc3nsnc23)c1	-7	-28	-1	3	9	8	-3	-7	-8	8	-11
COc1ccc(N2CCN(C(=O)c3cc(-c4cccs4)nc4ccccc34)CC2)cc1	5	-33	0	-4	8	-2	3	-21	-3	-9	-18
CC(C)N(Cc1nc(-c2ccccc2)no1)C(=O)COc1ccccc1	-4	-1	-5	0	-3	-19	2	22	4	-6	2
Cc1ccc(S(=O)(=O)N2CCC(n3nnc4cc(C)ccc43)CC2)cc1	12	-8	2	.	3	2	-22	-14	5	7	9
CC1CCc2nc(N)c(C#N)c(-c3cccn3C)c2C1 (centres undefined)	6	35	-5	1	11	11	24	19	-6	-7	-5
O=C(Cc1ccccc1)N/N=C/c1cc(Br)c(Br)o1	6	-13	1	5	-15	-18	-9	1	0	4	-26
COc1ccccc1N(C)S(=O)(=O)c1ccc(C(=O)N2CCC2)cc1	7	-13	-5	1	10	4	-12	-4	7	-1	-8
Cc1ccc(C(=O)O)cc1S(=O)(=O)N1CCC(C(=O)O)CC1	-9	6	-9	13	-2	-10	21	5	-4	4	-19
CSc1ccccc1C(=O)NCC(c1ccco1)N1CCCCC1 (centres undefined)	0	20	-3	-2	4	5	5	3	-7	-4	-7
COC(=O)[C@@]12CCCN1[C@H](c1ccc(-c3ccc(Cl)c(Cl)c3)cc1)[C@H]1C(=O)N(C)C(=O)[C@H]12	3	22	-4	7	12	-3	6	32	20	-13	-23
CSc1nc(N2CCOCC2)c2ccccc2n1	-2	-10	-3	.	-13	-2	-7	-7	-9	1	6
Cc1ccc(C)c(S(=O)(=O)Nc2ccc3cn[nH]c3c2)c1	5	-21	-4	-5	-1	-20	3	11	-10	4	13
O=C(COc1ccc2ccccc2c1Br)Nc1ccncc1	11	-18	-11	-26	-2	-86	-29	51*	25	4	-19
Cc1cccn2cc(CNC(=O)c3ccco3)nc12	-6	-12	-5	-13	0	-29	4	0	0	-5	-1
Cc1ccccc1C(=O)Oc1ccccc1N1C(=O)C2CC=CCC2C1=O (centres undefined)	-4	1	2	-3	-8	-6	27	-1	5	6	6
CCCC(=O)Nc1nnc(Cc2ccccc2)s1	-8	2	-1	-2	-2	5	6	-9	13	10	-6
Cc1ccc(C)c(N2CCN(C(=O)CCCn3c(=O)c4cccn4c4cccnc43)CC2)c1	5	-4	13	-9	1	-6	-4	5	12	1	-22
CC(C)(C)OC(=O)N1CCC[C@H]1C(=O)N/N=C/c1ccc2ncccc2c1	-6	26	10	-7	-4	-18	19	6	0	1	7
COc1ccc(CCNC(=O)CNC(=O)Cn2ccc3ccccc3c2=O)cc1OC	8	28	4	1	4	-2	-5	-11	-7	7	-2
O=C(NCCCN1CCOCC1)c1ccc(-n2nc(C(F)(F)F)cc2-c2cccs2)cc1	27	19	1	-4	21	12	5	23	-6	4	17
Cn1c(=O)cc(N2CCN(C(=O)c3ccco3)CC2)[nH]c1=O	5	-23	6	-1	-14	-9	-6	-9	-1	-1	6
COc1ccc(NC(=O)C2CC2)cc1NS(=O)(=O)c1ccc(F)cc1	-4	-49	-5	-4	-8	-4	20	17	16	-12	-9
Cc1ccc(-n2ncc3c(=O)[nH]c(SCC(=O)N4CCN(c5ccccc5)CC4)nc32)cc1	3	-24	-21	2	-14	5	12	7	-2	-9	-1
CN1C(N)=NC(=O)/C1=C/c1ccccc1F	-8	9	-2	-2	0	9	-14	6	-6	6	2
COc1cc(-c2cc(=O)c3ccccc3o2)ccc1O	-84	-41	10	-4	-10	-11	-23	-72	9	3	-28
COc1ccc(CCNC(=O)C2CC3Cn4c(nc5ccccc54)C3N2C)cc1 (centres undefined)	1	-3	-2	5	2	-1	-8	8	7	1	13
CN(CC(=O)Nc1cccc(F)c1)C(=O)c1cccc(N2C(=O)CCC2=O)c1	-12	4	-4	7	1	-3	-14	2	-18	-7	12
NC(=NCCc1ccccc1)NS(=O)(=O)c1ccc(F)cc1	5	-1	3	-2	9	1	1	10	5	-8	2
CC(Oc1ccc(Br)cc1)C(=O)NCC(c1ccco1)N1CCCCC1 (centres undefined)	7	16	2	11	1	-12	14	9	-12	2	-5
COc1ccccc1NC(=S)N(C(C)C)C(C)c1ccccn1 (centres undefined)	4	6	-1	-3	2	4	2	-12	-8	1	-14
COc1cc(NC(=O)C2CCCN(c3ncccn3)C2)cc(OC)c1 (centres undefined)	9	8	-4	0	0	-13	13	2	-13	-17	11
C#CCSC1=C(C#N)C(c2cccs2)C(C(=O)OCC)=C(C)N1 (centres undefined)	-22	3	4	-4	2	-7	7	-2	-4	4	2
COc1cccc(/C=N/n2c(=S)n(C)c3cc(C)c(C)cc32)c1OC	-4	-16	0	-8	12	12	8	2	3	-17	7
CC(NC(=O)CCC(=O)c1cccs1)c1ccccc1 (centres undefined)	4	-49	-8	-11	1	-15	-12	9	-6	2	-16
CC(Nc1ccc(Cl)c(Cl)c1)C(=O)NN (centres undefined)	15	0	0	6	6	-7	6	8	-10	-4	4
COc1cc(-c2nnc3sc(-c4ccncc4)nn23)cc(OC)c1OC	-28	3	-9	-15	-5	-4	9	-3	-1	6	-12

Just NR2F2 inh and TROY signal inh, for four of the compounds above:
Compound | NR2F2 inh | TROY signal inh
Cc1ccc(C(=O)O)cc1S(=O)(=O)N1CCC(C(=O)O)CC1 | 5 | -9
CSc1ccccc1C(=O)NCC(c1ccco1)N1CCCCC1 (centres undefined) | 3 | 0
COC(=O)[C@@]12CCCN1[C@H](c1ccc(-c3ccc(Cl)c(Cl)c3)cc1)[C@H]1C(=O)N(C)C(=O)[C@H]12 | 32 | 3
CSc1nc(N2CCOCC2)c2ccccc2n1 | -7 | -2

(further entries)
SMILES	TROY signal inh	NCOA2 inhibitor	NOD2 RIPK2 PPI	Vif imaging	LMP1 NFkB inh	SRC1 inh	NCOA3 inh	NR2F2 inh	TRAIL sens C8	TLR9-MyD88 inh	LRH-1 inv ag
O=C(NCc1cccnc1)C(=O)Nc1nc2ccccc2s1	-76	-19	-2	4	2	-85	-20	14	-1	-6	-23
CCCCc1c(C)c(C#N)c2nc3ccccc3n2c1NCCN(C)C	-6	2	0	-11	0	-1	-32	6	4	-8	-8
COc1cc2nc(C3CCC3)n(NC(=O)C(OC(C)=O)c3ccccc3)c(=O)c2cc1OC (centres undefined)	24	-11	-6	6	6	10	-4	10	-3	-3	5
COc1ccc(N(CC(=O)N2CCCCCC2)S(=O)(=O)c2c(C)[nH]c(=O)[nH]c2=O)cc1	1	1	-2	.	12	-4	-1	7	-8	-7	16
O=C(NN=Cc1ccccc1OC(F)F)c1cccc(S(=O)(=O)N2CCCC2)c1	7	4	-9	-1	-4	0	4	-8	-3	-6	-17
CC(C)(C)NC(=O)COc1ccc(CNc2ccc3[nH]c(=O)[nH]c3c2)cc1	-8	-13	1	1	12	-22	-21	-13	13	-4	8
Cc1nc2cc(NC(=O)CS(=O)(=O)c3ccccc3)ccc2s1	-50	-49	2	4	-4	-27	-28	-13	-3	-7	-33
O=C1c2cccc3c([N+](=O)[O-])ccc(c23)C(=O)N1c1nccs1	39	-163	89*	67*	49*	-28	4	-11	53*	79*	0
Cc1ccc(C)c(C(=O)CSc2n[nH]c(C(C)C)n2)c1	-13	-7	7	6	2	5	-12	-1	-1	-2	-3
c1ccc(CN2CCCC3(CCCN(Cc4nc(COc5ccccc5)no4)C3)C2)cc1 (centres undefined)	-1	-9	-15	4	10	-3	0	7	1	-1	8
